# Screens from PubChem BioAssay.
# core dimer inh – HCV core protein dimerization inhibition | inhibition, % at 5 µM | 300,000 compounds, 0.33% hits | TR-FRET GST/Flag-core106 dimerization, 1536-well;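 active means inhibition above the mean of all tested compounds plus 3 SD, set per screening campaign, cut at about 45% in these data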
#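 System: GST-tagged and Flag-tagged HCV core protein residues 1-106 / Input: core106 proteins, GST 13.5 nM and Flag 17 nM / Buffer or medium: KF-containing HEPES buffer, pH 7.45, DTT, CHAPS, BSA / Probe or stimulus: Eu-anti-GST and XL665-anti-Flag labelled anti-tag antibodies / Schedule: 4 h, 22.5 °C incubation / Technique: TR-FRET 671 and 617 nm emission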
# GRK2 aptamer HTS – inhibitors of human GRK2 displacing RNA aptamer; inhibition of aptamer binding, % at 10 µM; bead flow cytometry, FAM-aptamer displacement from GRK2; AID 488847; P25098; 330,000 compounds, 0.59% hits;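 active means inhibition of aptamer binding above 40%, roughly 3 SD of noise, on plates passing a quality check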;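 further: median bead fluorescence of bound FAM aptamer so fluorescent compounds give negative values; no value below 0 was filed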
# Target sequence (P25098 whole entry, looked up): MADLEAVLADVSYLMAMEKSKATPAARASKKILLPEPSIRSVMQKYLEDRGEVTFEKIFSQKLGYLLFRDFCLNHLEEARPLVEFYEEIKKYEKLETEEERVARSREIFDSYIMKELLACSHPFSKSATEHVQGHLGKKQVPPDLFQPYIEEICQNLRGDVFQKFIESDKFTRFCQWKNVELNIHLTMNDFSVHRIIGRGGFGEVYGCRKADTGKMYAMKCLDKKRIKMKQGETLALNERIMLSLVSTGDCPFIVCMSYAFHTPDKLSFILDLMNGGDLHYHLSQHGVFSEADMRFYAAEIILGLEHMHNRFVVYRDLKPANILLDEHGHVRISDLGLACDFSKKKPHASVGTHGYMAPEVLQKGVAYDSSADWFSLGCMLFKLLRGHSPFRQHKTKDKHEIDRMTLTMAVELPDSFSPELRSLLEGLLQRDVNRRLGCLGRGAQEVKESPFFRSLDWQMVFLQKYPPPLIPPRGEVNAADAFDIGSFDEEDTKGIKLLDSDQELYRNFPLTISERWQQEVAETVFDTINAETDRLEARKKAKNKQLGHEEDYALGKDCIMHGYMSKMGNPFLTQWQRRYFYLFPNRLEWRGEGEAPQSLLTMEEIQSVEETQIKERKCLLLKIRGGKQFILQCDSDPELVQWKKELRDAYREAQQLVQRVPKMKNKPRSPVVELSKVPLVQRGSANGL
# PP5 inh – inhibitors of human protein phosphatase 5 (PP5); purified PP5c, OMFP substrate fluorescence; inhibition, % at 6.7 µM; 320,000 compounds, 0.18% hits; AID 1987;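 active means inhibition above the campaign's mean inhibition across all tested compounds plus 3 SD, cut at about 9.5% in these data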;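 further: 0% = DMSO only and 100% = 100 µM cantharidin control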
# CTSL1 counter – blocks F. hepatica cathepsin L1 in PFM18AAP counter-screen | inhibition, % at 5.96 µM | 300,000 compounds, 0.49% hits | recombinant F. hepatica cathepsin L1, Z-Leu-Arg-MCA fluorescence;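 active means inhibition above the mean of all tested compounds plus 3 SD, set per screening campaign, cut at about 17% in these data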;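 further: 0% = plate median of test compound wells and 100% = 1 µM Z-Phe-Ala-diazomethylketone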
# JMJD2C inh – inhibitors of human GASC-1 (JMJD2C) demethylase; Q9H3R0; AID 2099; 330,000 compounds, 0.069% hits; inhibition, % at 2.35 µM; GST-JMJD2C(1-420) H3K9me3 demethylation, DELFIA europium;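 active means more than half of a compound's replicate wells show inhibition beyond 50%, single wells judged on their own value; inconclusive means some, but no more than half, of replicates pass 50% inhibition; inactive means no replicate passes 50% inhibition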;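 further: signal counts dimethyl H3K9 product captured on neutravidin plate; 0% = median of DMSO wells and 100% = 0.3 times that DMSO median; strong numbers were not always called active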
# proCasp7 act – counter-screen: procaspase-7 (human) activation; recombinant procaspase-7, Ac-DEVD-pNA absorbance 405 nm; D23A/D198A/D206A triple mutant, cannot self-cleave; scale: DMSO 0, 5 µM enzyme 100; activation, % at 8.5 µM; 330,000 compounds, 0.093% hits;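 active means percent activation above the screen-wide mean plus 3 SD, cut at about 25% in these data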
#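 Material: Procaspase-7 triple mutant (PC-7 D3A) | Quantity: 2 µM procaspase-7 mutant as dispensed | Reagent: DEVD-pNA substrate | Times: 1 h preincubation, 2 h reaction | Technique: 405 nm absorbance of p-nitroaniline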
# procasp3 activ – activators of human procaspase-3; P42574; recombinant procaspase-3 D3A, Ac-DEVD-pNA absorbance 405 nm; activation, % at 8.5 µM; 330,000 compounds, 0.11% hits;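 active means activation above the mean of all tested compounds plus 3 SD, cut at about 21% in these data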;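 further: 0% = DMSO alone and 100% = DMSO wells spiked with extra 5 µM PC-3 D3A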
#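 material = Procaspase-3 D3A mutant | probe or stimulus = Ac-DEVD-pNA | compound = single dose, 8.5 µM nominal compound, 0.8% DMSO | timing = 1 h preincubation, 2 h reaction | measured by = 405 nm absorbance of p-nitroaniline, reads at 0 and 120 min | benchmarks = DMSO-only low control, 5 µM PC-3 D3A high control | repeats = singlicate, each compound tested once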
# PP1 counter – counter-screen for PP5 inhibitors: inhibitors of human PP1-alpha; 320,000 compounds, 0.9% hits; P62136; purified PP1alpha, OMFP fluorescence; inhibition, % at 6.7 µM; AID 2235;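 active means inhibition above the mean inhibition of all tested compounds plus 3 SD, computed separately for each screening campaign, cut at about 15% in these data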
# Target sequence (P62136 whole entry, looked up): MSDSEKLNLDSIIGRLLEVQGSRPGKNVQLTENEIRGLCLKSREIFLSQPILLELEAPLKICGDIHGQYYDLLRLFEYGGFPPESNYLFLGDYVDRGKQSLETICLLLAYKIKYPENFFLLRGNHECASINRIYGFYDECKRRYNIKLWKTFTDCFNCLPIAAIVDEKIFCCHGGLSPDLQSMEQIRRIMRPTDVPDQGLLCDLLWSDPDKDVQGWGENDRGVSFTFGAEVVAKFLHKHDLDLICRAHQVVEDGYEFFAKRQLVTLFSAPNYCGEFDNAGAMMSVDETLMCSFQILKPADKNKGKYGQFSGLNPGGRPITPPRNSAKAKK
# VLA-4 inh – inhibition in a human VLA-4 binding assay; P13612; VLA-4 expressing cells, ligand binding flow cytometry; inhibition, % (about 7 µM as worked out from the volumes in the protocol); 330,000 compounds, 0.2% hits; AID 2557; in the data active means inhibition above about 50%
# Numbers without * were called inactive; i = inactive; ? = inconclusive; . = no result given.
1: CCCCCOC(=O)C1=C(C)Nc2nnnn2C1c1ccc(OC)c(OC)c1OC (stereo not given)
2: CC(C)OC(=O)CC(=O)CSc1nc2c(cc1C#N)CCC2
3: O=C(CN1CCN(c2ccccn2)CC1)N1CC(O)CO1 (stereo not given)
4: O=C(Nc1ccc(NS(=O)(=O)c2ccccc2)cc1)c1cccnc1
5: COC(=O)N/N=C/c1ccc(OC(=O)c2ccco2)c(OC)c1
6: O=C(/C=C/c1cccs1)NNC(=O)c1ccccc1
7: O=C(c1cn(Cc2ccccc2)nc1-c1cccnc1)N1CCN(Cc2c(F)cccc2Cl)CC1
8: Fc1ccc(N/N=C/C=C/c2ccccc2)c(F)c1
compound no.	1	2	3	4	5	6	7	8
CTSL1 counter	1	-1	-1	-3	8	.	.	1
proCasp7 act	-4	-9	5	-5	2	-8	8	-28
JMJD2C inh	-7	-11	0	1	-8	6	-5	-1
core dimer inh	5	-5	-4	-3	0	.	.	-7
VLA-4 inh	5	2	11	1	-19	-10	-12	6
GRK2 aptamer HTS	0	2	0	0	0	10	5	0
PP1 counter	9	0	-1	-2	0	4	1	-3
PP5 inh	4.3	2.5	2.9	-1.2	1.1	-0.1	1.4	0.5
procasp3 activ	0	-1	3	2	-11	-6	11	-27

9: C/C(=N\N1C(=O)c2ccccc2C1=O)c1cccc([N+](=O)[O-])c1
10: COc1ccc(NC(=O)N(C)C[C@H]2Oc3ccc(NS(=O)(=O)c4cccs4)cc3C(=O)N([C@@H](C)CO)C[C@@H]2C)cc1
11: COC(=O)c1ccc(OC(=O)c2cnccn2)cc1
12: CS(=O)(=O)N(CC(=O)N1CCN(Cc2ccccc2)CC1)Cc1ccccc1
13: CN(CCO)c1ccc(-c2nn(C)c(=O)c3ccccc23)cc1[N+](=O)[O-]
14: O=C(COc1coc(CN2CCc3ccccc3C2)cc1=O)Nc1cccc([N+](=O)[O-])c1
15: CSc1cccc(NC(=O)CN(c2ccccc2)S(=O)(=O)N(C)C)c1
16: CC(=O)Nc1ccc(C2NC(=O)CCC2[N+](=O)[O-])cc1 (stereo not given)
compound no.	9	10	11	12	13	14	15	16
CTSL1 counter	6	.	-1	2	-1	0	2	3
proCasp7 act	-13	7	9	-3	-5	4	-7	2
JMJD2C inh	1	.	6	-2	1	13	3	12
core dimer inh	2	.	-6	-1	-3	18	6	-1
VLA-4 inh	14	10	-1	24	-5	1	10	-4
GRK2 aptamer HTS	2	0	11	2	3	0	2	0
PP1 counter	-2	.	1	0	-7	5	0	0
PP5 inh	-1.4	.	1.8	-0.9	4.7	-1.3	-1.3	-2.9
procasp3 activ	0	-4	0	3	-6	5	-5	-3

17: O=C(CCNC(=O)c1ccccc1Cl)Nc1nc2ccc(F)cc2s1
18: CCc1ccccc1NC1=NCC(=O)N1Cc1ccccc1
19: C=CCn1c(SCC(=O)N2CCc3ccccc3C2)nc2sc(C)cc2c1=O
20: COc1ccc(CNC(=O)CN(Cc2ccco2)C(=O)CNS(=O)(=O)c2ccc(C)cc2)cc1
21: C[C@H](NC(=O)c1ccc2c(c1)OCO2)c1nnc2ccccn12
22: COc1ccc2c3c(c(=O)oc2c1OCC(=O)C(C)(C)C)CCCC3
23: CCCc1cc(=O)[nH]c(SCC(=O)NC2CC2)n1
24: CCOC(=O)CC(=O)CSc1ccc2nnc(-c3ccccc3)n2n1
compound no.	17	18	19	20	21	22	23	24
CTSL1 counter	.	-1	2	-3	2	1	.	-1
proCasp7 act	6	7	11	3	7	-8	18	-7
JMJD2C inh	.	-26	-2	5	?	-3	0	7
core dimer inh	.	3	15	9	-6	7	.	-1
VLA-4 inh	-4	1	13	1	1	13	1	18
GRK2 aptamer HTS	1	1	1	0	2	4	0	0
PP1 counter	3	3	-4	1	-1	-4	.	2
PP5 inh	-0.6	0.4	-0.3	-0.1	1.0	1.7	.	4.3
procasp3 activ	8	-1	-2	-5	11	1	1	-11

25: COc1ccc(-c2ccc3c(c2)S(=O)(=O)c2cccc(C(=O)NCc4cccc(OC(F)(F)F)c4)c2C3=O)cc1OC
26: Cc1cc(C)cc(NC(=S)/C(=C(\[O-])c2ccc(Cl)s2)[n+]2cccc(C)c2)c1
27: CCN(CC)C(=S)NC(=O)c1ccc(F)cc1
28: O=C(Nc1cccc(S(=O)(=O)N2CCCC2)c1)c1ccc(Cl)nc1
29: CCOC(=O)[C@H]1[C@H]2COc3ccc(Cl)cc3[C@@H]2N2C(=O)CN(Cc3ccco3)C(=O)[C@@]12C
30: Cc1ccc(NC(=O)CSc2nc3nc(C)cc(C)c3c(=O)[nH]2)cc1
31: CCC(=O)N(Cc1cc2cc(OC)ccc2[nH]c1=O)c1ccc(C)cc1C
32: NS(=O)(=O)c1ccc(NC(=O)COC(=O)COc2ccccc2)cc1
compound no.	25	26	27	28	29	30	31	32
CTSL1 counter	.	1	-4	.	.	2	0	-25
proCasp7 act	-8	-11	-3	2	-11	10	6	-12
JMJD2C inh	3	12	0	-7	-3	-1	-1	-11
core dimer inh	.	3	5	.	.	-4	1	-6
VLA-4 inh	-8	18	-3	5	19	2	4	-1
GRK2 aptamer HTS	7	2	0	0	0	2	16	3
PP1 counter	.	1	-12	.	0	3	-2	-6
PP5 inh	.	1.9	-4.8	.	0.1	-1.9	1.7	1.8
procasp3 activ	3	-7	-1	8	-5	2	2	-4

# Random excerpt: 4 entries already listed, in no set order.
30: Cc1ccc(NC(=O)CSc2nc3nc(C)cc(C)c3c(=O)[nH]2)cc1
28: O=C(Nc1cccc(S(=O)(=O)N2CCCC2)c1)c1ccc(Cl)nc1
32: NS(=O)(=O)c1ccc(NC(=O)COC(=O)COc2ccccc2)cc1
26: Cc1cc(C)cc(NC(=S)/C(=C(\[O-])c2ccc(Cl)s2)[n+]2cccc(C)c2)c1
compound no.	30	28	32	26
CTSL1 counter	2	.	-25	1
proCasp7 act	10	2	-12	-11
JMJD2C inh	-1	-7	-11	12
core dimer inh	-4	.	-6	3
VLA-4 inh	2	5	-1	18
GRK2 aptamer HTS	2	0	3	2
PP1 counter	3	.	-6	1
PP5 inh	-1.9	.	1.8	1.9
procasp3 activ	2	8	-4	-7

# Going on with the list.
33: CCCN(CCC)C(=O)c1oc2ccccc2c1NC(=O)Cc1cccc(OC)c1
34: COc1ccc(-c2nnc3ccc(SCC(=O)Nc4cc(C)on4)nn23)cc1OC
35: O=C(c1cnc2sccn2c1=O)N1CCCc2ccccc21
36: CCOc1ccccc1NC(=O)/C=C/C(N)=O
37: O=C(COc1ccccc1)NC(=S)Nc1ccc2c(c1)Cc1ccccc1-2
38: O=C(Nc1nnc(SCc2ccccc2Cl)s1)c1cccc([N+](=O)[O-])c1
39: COc1ccc(Cc2nc3ccc(C(=O)N4CCOCC4)cc3o2)cc1
40: O=C(O)C1Sc2[nH]c(=O)sc2C2c3cc(Br)ccc3OC(=O)C12 (stereo not given)
compound no.	33	34	35	36	37	38	39	40
CTSL1 counter	0	-1	-3	-1	-1	0	-4	1
proCasp7 act	2	7	-5	-23	3	-11	3	-13
JMJD2C inh	i	-8	12	-11	-1	18	-11	-6
core dimer inh	6	1	-12	11	-42	4	-2	-1
VLA-4 inh	7	2	5	14	27	-26	0	-1
GRK2 aptamer HTS	2	3	1	0	1	0	0	0
PP1 counter	5	1	-3	-8	2	8	-4	-4
PP5 inh	5.5	4.0	2.0	1.2	1.0	2.8	1.7	-1.8
procasp3 activ	-11	6	-7	-15	7	1	4	-12

41: Cc1nnc(NC(=O)CSc2n[nH]c(-c3ccccc3)n2)s1
42: COc1cc(OC)c2c(-c3ccccc3)cc(=O)oc2c1
43: Cc1nc2ccccn2c1C(=O)CSc1ccc(Cl)cc1Cl
44: O=C(CN1CCN(S(=O)(=O)c2ccc(Br)cc2)CC1)N/N=C/c1ccco1
45: COc1ccc2oc(=Nc3cc(F)ccc3F)c(C(N)=O)cc2c1
46: CC(C)(C)n1nc2c(c1NC(=O)COc1ccc(Cl)cc1)CS(=O)(=O)C2
47: CCCCC(=O)OCC(=O)c1[nH]c(C)c(C(=O)OCC)c1C
48: CN(CCc1ccccc1)C(=O)c1cccc(NC(=O)Cc2ccc([N+](=O)[O-])cc2)c1
compound no.	41	42	43	44	45	46	47	48
CTSL1 counter	0	2	-1	2	1	2	-1	.
proCasp7 act	5	2	-5	-2	5	0	-13	-4
JMJD2C inh	-6	10	-27	0	-1	-2	11	-5
core dimer inh	2	-6	3	9	2	0	-6	.
VLA-4 inh	3	-22	-2	4	7	14	-15	-10
GRK2 aptamer HTS	0	2	0	0	0	3	0	1
PP1 counter	5	-2	0	0	2	-5	-1	.
PP5 inh	-1.1	3.5	-3.4	1.7	4.3	-0.8	3.4	.
procasp3 activ	7	11	1	-9	1	2	9	11

49: Cc1cc(N2CCCCC2)nc(SCc2ccc(C#N)cc2)n1
50: CN(n1cnc2ccccc2c1=O)S(C)(=O)=O
51: O=C(CSc1nnc(C2COc3ccccc3O2)o1)Nc1ccc(F)cc1Cl (stereo not given)
52: N/C(=N/OCC(=O)Nc1cccc2ccccc12)c1nonc1N
53: O=[N+]([O-])c1ccc(OCCCn2cncn2)cc1
54: Cn1cc(C(=O)N2CCc3ccccc3C2)c(=O)c2cc(S(=O)(=O)N3CCOCC3)ccc21
55: CCc1ccc(OCC(=O)N/N=C/c2cc([N+](=O)[O-])ccc2N2CCOCC2)cc1
56: Cc1cccc(NC(=O)c2ccc([N+](=O)[O-])o2)n1
57: O=C1CCC(C(=O)N2CCCCCC2)CN1CCc1ccc(Cl)cc1 (stereo not given)
58: CN(C)c1ccc(NC(=O)Nc2ccc3snnc3c2)cc1
59: CCOC(=O)C1=C(C)NC(=O)NC1c1c(O)ccc2ccccc12 (stereo not given)
compound no.	49	50	51	52	53	54	55	56	57	58	59
CTSL1 counter	-3	-2	-1	-5	-2	2	13	1	1	4	4
proCasp7 act	-3	2	4	9	1	13	-11	-4	7	-18	1
JMJD2C inh	-8	-6	-35	3	-7	3	-2	8	16	10	-21
core dimer inh	11	0	0	0	-3	0	9	-3	0	-36	-3
VLA-4 inh	4	-2	15	16	-3	2	0	12	-1	8	25
GRK2 aptamer HTS	0	0	0	0	4	3	0	0	0	2	0
PP1 counter	3	1	-2	-2	-2	0	0	-2	0	2	-1
PP5 inh	5.1	2.0	2.9	0.2	1.0	0.4	5.2	1.7	-2.3	-0.6	0.8
procasp3 activ	2	-5	-1	-4	0	-4	4	-1	-4	-6	1

# Limited to JMJD2C inh, proCasp7 act and PP5 inh, for some of the entries so far:
item	compound	JMJD2C inh	proCasp7 act	PP5 inh
56	Cc1cccc(NC(=O)c2ccc([N+](=O)[O-])o2)n1	8	-4	1.7
57	O=C1CCC(C(=O)N2CCCCCC2)CN1CCc1ccc(Cl)cc1 (stereo not given)	16	7	-2.3
